Compound activity deposited in PubChem by NCI.
bub3: NCI yeast anticancer drug screen, S. cerevisiae bub3 mutant strain. growth inhibition, % at 50 µM. 78,000 tested, 9.9% active. AID 167;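 also: 0% = growth of vehicle-only cultures of the same strain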
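In this screen, a yeast mutant lacking normal mitotic checkpoint function is challenged with compound. Relative growth versus vehicle gives the inhibition value.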
mlh1 rad18: NCI yeast anticancer drug screen, S. cerevisiae mlh1 rad18 strain; % growth inhibition at 50 µM; AID 175; 79,000 tested, 11% active;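 also: 0% = growth of vehicle-only cultures of the same strain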
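Compound-treated yeast growth, normalised to vehicle controls. Strain bears defined DNA repair mutations.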
yeast rad50: NCI yeast anticancer drug screen, S. cerevisiae rad50 strain; 79,000 tested, 10% active; % growth inhibition at 50 µM;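 also: 0% = growth of vehicle-only cultures of the same strain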
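Genetically altered yeast (DNA repair pathway); compound treatment; growth inhibition vs vehicle ctrl.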
sgs1 mgt1: NCI yeast anticancer drug screen, S. cerevisiae sgs1 mgt1 strain | growth inhibition, % at 50 µM | 78,000 tested, 10% active;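 also: 0% = growth of vehicle-only cultures of the same strain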
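This yeast growth screen uses a strain with defined DNA-repair lesions; compound-treated growth is compared with vehicle-treated growth.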
yeast cln2 rad14: NCI yeast anticancer drug screen, S. cerevisiae cln2 rad14 strain | 78,000 tested, 8.3% active | % growth inhibition at 50 µM;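 also: 0% = growth of vehicle-only cultures of the same strain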
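Growth of compound-exposed yeast (cln2 rad14 genotype) measured and expressed as inhibition relative to vehicle.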
yeast mec2-1: NCI yeast anticancer drug screen, S. cerevisiae mec2-1 strain | % growth inhibition at 50 µM | 79,000 tested, 9% active;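 also: 0% = growth of vehicle-only cultures of the same strain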
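Each compound was tested on mec2-1 yeast, a strain altered in DNA damage repair or cell cycle control. Growth inhibition is reported relative to vehicle.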
Numbers without * were called inactive; . = no result given; & = joins results of further samples. Rule as the data show it: active = growth inhibition above about 70%; inactive = the rest.

Key to letters: A = bub3; B = mlh1 rad18; C = yeast rad50; D = sgs1 mgt1; E = yeast cln2 rad14; F = yeast mec2-1
(1) CN1C(=O)C(O)CC1c1ccccc1C(F)(F)F (stereo not drawn)
  A: 5	B: -31	C: 12	D: 31	E: 18	F: 4

(2) Nc1c(C(=O)O)ccc(C(=O)O)c1C(=O)O
  A: -6&-3	B: -13&33	C: 2&-6	D: 4&25	E: -23&4	F: -1&14

(3) [N-]=[N+]=CC(=O)C(CN)(Cc1ccccc1)c1ccc(Cl)cc1 (stereo not drawn)
  A: -9	B: 9	C: 35	D: 9	E: -32	F: 1

(4) CCCCCCCC(=O)N1C2CC3CCC2(CS1(=O)=O)C3(C)C (stereo not drawn)
  A: 19	B: 32	C: 23	D: 12	E: 36	F: 3

(5) O=C(O)CNc1ccc2c(c1)Cc1cc(Br)ccc1-2
  A: 96*	B: 98*	C: 97*	D: 98*	E: 89*	F: 96*

(6) CN(C)C(=S)/N=c1\ss/c(=N\S(=O)(=O)c2ccccc2)n1-c1ccccc1
  A: 29	B: 60	C: 38	D: 65	E: 10	F: 52

(7) CN(C)Cc1cc(C(C)(C)CC(C)(C)C)cc(C2CCCCC2)c1O
  A: 0	B: 18	C: 9	D: 24	E: 4	F: 3

(8) O=C1/C(=C/c2ccc(Cl)cc2)Sc2scc(-c3cccc([N+](=O)[O-])c3)[n+]21
  A: 90*	B: 92*	C: 89*	D: 92*	E: 90*	F: 90*

(9) CCC1CN2CCc3cc(OC)c(OC)cc3C2CC1(O)C#N (stereo not drawn)
  A: 13	B: 39	C: 10	D: -6	E: 1	F: 19

(10) CCN(CC)CCOc1ccc(C(O)(Cc2ccc(Cl)cc2)c2ccccc2)cc1 (stereo not drawn)
  A: 81*	B: 97*	C: 91*	D: 98*	E: 98*	F: 84*

(11) C=C1C2CCC3(CCC4C5(C)CCCC4(CN(CC)C5)C3C2)C1O (stereo not drawn)
  A: 10	B: 5	C: 4	D: 9	E: 10	F: -6

(12) CCN(CC)CCCNc1ccc2nnn3c4ccc(O)cc4c(=O)c1c23
  A: -6	B: 7	C: -16	D: -7	E: 25	F: -8

(13) O=c1c(-c2ccc3c(c2)OCO3)coc2c3c(ccc12)OCO3
  A: -3	B: -33	C: -15	D: -23	E: 0	F: -23

(14) CC(C)c1ccc(C2NC(c3ccccc3)c3c(ccc4ccccc34)O2)cc1 (stereo not drawn)
  A: -2	B: -2	C: 37	D: 6	E: 0	F: -5

(15) CC(=O)CC(=O)N1CCCCCCC1
  A: -23	B: -34	C: -34	D: -12	E: -8	F: -58

(16) C[Si]1(C)[Si](C)(C)[Si](C)(C)[Si](C)(C)[Si](C)(C)[Si]1(C)C
  A: -8	B: 16	C: -18	D: -23	E: 20	F: -10

(17) COc1cc(/C(=C\c2ccccc2N)C(=O)O)cc(Br)c1OC
  A: 0	B: 2	C: 9	D: -11	E: 5	F: -8

(18) S=C(N/N=C\c1ccc(Cl)cc1Cl)Nc1ccc2cn[nH]c2c1
  A: 2	B: 32	C: 20	D: 28	E: -38	F: 17

(19) COC(=O)c1cc(-c2ccncc2)[nH]c(=O)c1C#N
  A: -15	B: -20	C: -5	D: -34	E: -18	F: -32

(20) CCOC(=O)C(CCC(C)(C)SCc1ccccc1)(NC(C)=O)C(=O)OCC
  A: 2	B: 6	C: 26	D: 1	E: 17	F: -1

(21) CCCC(=O)C(O)CCC (stereo not drawn)
  A: 2	B: -26	C: -20	D: -3	E: -48	F: -17

(22) CSc1cc(Cl)c(C)cc1S(=O)(=O)NC(=O)NNc1ccc(F)cc1
  A: -6	B: 51	C: 31	D: 15	E: 7	F: 9

(23) COC(=O)C(N)CSSCC(N)C(=O)OC (stereo not drawn)
  A: 10	B: 35	C: 5	D: -6	E: 7	F: 5

(24) CCOC(=O)C(Cc1cccc2ccccc12)(NC(C)=O)C(=O)OCC
  A: 16	B: -15	C: -8	D: -6	E: -32	F: -5

(25) O=C(N=Nc1ccccc1Cl)NNc1ccccc1Cl
  A: 49	B: 22	C: 44	D: 27	E: 47	F: 21

Continued:
Key to letters: A = bub3; B = mlh1 rad18; C = yeast rad50; D = sgs1 mgt1; E = yeast cln2 rad14; F = yeast mec2-1
(26) CC(C)CC(CC(C)C)OC(=O)Nc1ccccc1
  A: 30	B: 26	C: -1	D: 9	E: 34	F: 17

(27) NCCCNc1ccc([N+](=O)[O-])cc1
  A: -4	B: 11	C: -6	D: 2	E: 28	F: 3

(28) O=C(OCC#CCN1CCCCC1)c1ccc2ccccc2c1
  A: 39	B: 3	C: 37	D: 45	E: 24	F: 5

(29) CN(C)CCCNc1ccc(O)c2sc3ccccc3c(=O)c12
  A: 24	B: 72*	C: 70	D: 64	E: 16	F: 35

(30) NC(=S)N/N=C(\CCC(=O)Nc1ccccc1[N+](=O)[O-])CC(=O)c1ccco1
  A: -20	B: 6	C: -2	D: -20	E: 27	F: -2

(31) CC(=O)Nc1ccc(CCNC(=O)c2ccc3ccccc3c2O)cc1
  A: -12	B: -13	C: -22	D: -15	E: -6	F: -33

(32) C[C@@H](C1CC[C@H]2[C@@H]3[C@@H]4O[C@@H]4[C@@]4(O)CC=CC(=O)[C@]4(C)[C@H]3C[C@H](O)[C@]12C)[C@H]1C[C@]2(C)O[C@]2(C)C(=O)O1 (stereo partly drawn)
  A: 3	B: -49	C: 1	D: -3	E: 30	F: -3

(33) CN(C)S(=O)(=O)c1cccc([N+](=O)[O-])c1
  A: -6	B: 9	C: 18	D: 18	E: 8	F: 8

(34) Oc1c(Cl)cc(Cl)cc1C1N2CCCCC2C2c3cccn3-c3ccccc3N21 (stereo not drawn)
  A: 21	B: -31	C: 22	D: 18	E: 14	F: 5

(35) CC(=O)c1cc(I)c(O)c2ncccc12
  A: 90*	B: 88*	C: 90*	D: 93*	E: 89*	F: 92*

(36) CC1=COC2(CC1)OC1CC3C4CCC5CC(O)CCC5(C)C4CCC3(C)C1C2C (stereo not drawn)
  A: 40	B: 83*	C: 72*	D: 87*	E: 46	F: 60

(37) O=C(OCCN=c1c2ccccc2ccc2ccccc12)c1ccc([N+](=O)[O-])cc1
  A: 11	B: -1	C: -8	D: -3	E: -13	F: -25

(38) CC1C(c2ccccc2)OCCN1C(=S)NC(=O)c1ccccc1 (stereo not drawn)
  A: 20	B: 25	C: 20	D: 58	E: 12	F: -7

(39) O=C1CC2Sc3ccccc3N=C2N1c1ccc(Cl)cc1Cl (stereo not drawn)
  A: 92*	B: 90*	C: 88*	D: 89*	E: 65	F: 93*

(40) CC(=O)NC(CC(C)C)C(=O)NC(Cc1ccccc1)C(=S)N1CCCC1 (stereo not drawn)
  A: -22	B: -16	C: -18	D: 2	E: 0	F: -23

(41) CCC1=Nc2ccccc2C(c2ccccc2)NC1=O (stereo not drawn)
  A: -10	B: 25	C: -2	D: 4	E: 6	F: -20

(42) COc1cc2nc(-c3ccccc3F)[nH]c(=O)c2cc1OC
  A: 16	B: 7	C: 7	D: 21	E: 0	F: -13

(43) CCCCCCC(O)C(CO)CCCCC (stereo not drawn)
  A: 98*	B: 99*	C: 98*	D: 46	E: 99*	F: 98*

(44) CCCCN(C(=O)OCCOC(=O)N(CCCC)c1ccccc1)c1ccccc1
  A: -10	B: -11	C: -6	D: -12	E: -6	F: -10

(45) S=c1sc(-c2ccc(Cl)cc2)nn1CSc1nc2ccccc2[nH]1
  A: 7	B: -8	C: -43	D: -4	E: 18	F: 5

(46) Cc1cc(Br)c2nsnc2c1[N+](=O)[O-]
  A: 69	B: 78*	C: 54	D: 81*	E: 71*	F: 78*

(47) Cc1ccnc2c1NC(=O)c1cccnc1N2C1CC1
  A: 6	B: 21	C: 2	D: -9	E: -9	F: -2

(48) CCOc1ccc(NC(=O)C2=C(C)NC(C)=C(C(=O)Nc3ccc(OCC)cc3)C2c2ccc([N+](=O)[O-])cc2)cc1
  A: 11	B: 10	C: -7	D: 17	E: 7	F: 12

(49) O=C(NCCCl)NCc1ccccc1
  A: -15	B: -2	C: -11	D: 1	E: -40	F: 2

(50) Cc1oc2c(C)c3oc(=O)cc(C)c3cc2c1CCl
  A: 84*	B: 91*	C: 54	D: 87*	E: 68	F: 76*

Next section.
Key to letters: A = bub3; B = mlh1 rad18; C = yeast rad50; D = sgs1 mgt1; E = yeast cln2 rad14; F = yeast mec2-1
(51) Cc1ccc(N=Nc2c(C)nn(C(=S)S)c2C)cc1
  A: 83*	B: 96*	C: 72*	D: 90*	E: 36	F: 39

(52) c1ccc(CC2COC(c3cccs3)=N2)cc1 (stereo not drawn)
  A: 31	B: 9	C: 27	D: 22	E: 18	F: -13

(53) CC(O)C(NC(=O)OCc1ccccc1)C(=O)OC(c1ccccc1)c1ccccc1 (stereo not drawn)
  A: 97*	B: 96*	C: 98*	D: 98*	E: 97*	F: 98*

(54) CCC(=O)Cc1nc2n(c1O)C(=N)N=N2
  A: 8	B: -10	C: -39	D: -8	E: -35	F: -19

(55) CN1CCN(Cc2cc(C(C)(C)C)cc(-c3ccccc3)c2O)CC1
  A: 8	B: 26	C: 39	D: 7	E: 6	F: -25

(56) C/C(CC1CC=CCC1)=N\NC(N)=O (stereo not drawn)
  A: -4	B: 31	C: -16	D: -3	E: -20	F: -5

(57) COc1cc(OC)c(NC(=O)C2=C(C)NC(C)=C(C(=O)Nc3cc(Cl)c(OC)cc3OC)C2c2cccc([N+](=O)[O-])c2)cc1Cl
  A: 14	B: 4	C: 9	D: 23	E: 36	F: 24

(58) O=C1C=CC(=O)N1c1ccc(Br)cc1Cl
  A: .	B: 93*	C: 92*	D: .	E: .	F: 94*

(59) N=C(N)SCCC(=O)CCSC(=N)N
  A: 16	B: -3	C: 28	D: 34	E: 32	F: 19

(60) C(=N\c1oc(-c2ccccc2)nc1Sc1ccccc1)/c1ccccc1
  A: 10	B: 17	C: 4	D: 13	E: -4	F: 8

(61) CC(C)CCCC(C)C1CCC2C3CC=C4CC(OP(=O)(OC5CCC6(C)C(=CCC7C6CCC6(C)C(C(C)CCCC(C)C)CCC76)C5)OP(=O)(OC5CCC6(C)C(=CCC7C6CCC6(C)C(C(C)CCCC(C)C)CCC76)C5)OC5CCC6(C)C(=CCC7C6CCC6(C)C(C(C)CCCC(C)C)CCC76)C5)CCC4(C)C3CCC12C (stereo not drawn)
  A: -4	B: 3	C: -6	D: 10	E: 12	F: 6

(62) COc1ccc(C(=O)C(C)C(O)C(=O)O)c(O)c1C (stereo not drawn)
  A: -16	B: 9	C: 8	D: -1	E: 2	F: 15

(63) CCCCOc1ccc(C=Nc2ccc(C)cc2)cc1
  A: 7	B: -21	C: -6	D: -2	E: -8	F: -6

(64) Cc1cccc(NS(=O)(=O)c2ccc3c(c2)OCCOCCOCCOCCO3)c1
  A: -11	B: -9	C: 2	D: 7	E: -28	F: -11

(65) COc1ccccc1NC(=O)/C(=C\N1C(=O)/C(=C/c2cc(OC)c(OC)c(OC)c2)SC1=S)C(C)=O
  A: 28	B: 50	C: 46	D: 74*	E: 9	F: 13

(66) CC(=O)Oc1ccc2c(c1)Cc1cc(N=C3C=CC(=O)O3)ccc1-2
  A: 100*	B: 85*	C: 99*	D: 100*	E: 99*	F: 99*

(67) O=[N+]([O-])c1ccc(N(CCO)CCO)nc1
  A: -19	B: -18	C: -16	D: 5	E: 20	F: -77

(68) NC(=O)CCC(Nc1c2ccccc2nc2ccccc12)C(=O)O (stereo not drawn)
  A: 1	B: 48	C: 23	D: 16	E: 29	F: 4

(69) COC1=Nc2ccccc2/C=C\c2ccccc21
  A: 44	B: 70	C: 78*	D: 68	E: 25	F: 82*

(70) CN(CC(=O)C(O)C(O)C(O)CO)c1ccccc1 (stereo not drawn)
  A: -3	B: -10	C: -10	D: -8	E: -16	F: -9

(71) O=[N+]([O-])/C(C(Cl)=C(Cl)Cl)=C1\NCCO1
  A: -10	B: -2	C: 3	D: 12	E: -2	F: 6

(72) O=C(O)c1c([N+](=O)[O-])cc(C(F)(F)F)cc1[N+](=O)[O-]
  A: -4	B: 29	C: -2	D: 15	E: -30	F: 4

(73) CCCCC(CC)COC(C)=O (stereo not drawn)
  A: 12	B: 14	C: 14	D: 2	E: 5	F: -14

(74) O=C(Oc1cccc(O)c1)c1ccccc1
  A: 20	B: -6	C: -7	D: -9	E: -19	F: 11

(75) CC(C)N(C=O)c1ccc(C(=O)O)cc1
  A: 12	B: 11	C: 11	D: 4	E: 43	F: -3

(76) Nc1nnc2nc(CC(=O)c3cccc([N+](=O)[O-])c3)c(CC(=O)c3cccc([N+](=O)[O-])c3)nn12
  A: 19	B: 15	C: 4	D: 9	E: 18	F: 4

(77) C/C(Cl)=N/OC(=O)Nc1ccc(S(N)(=O)=O)c(C)c1
  A: 62	B: 29	C: 2	D: 13	E: 8	F: -15

(78) CC(=O)NCC(=O)O
  A: -10	B: -10	C: 4	D: -35	E: -7	F: -9
